High-throughput results as filed in PubChem BioAssay.
KDM5B inh = inhibitors of human KDM5B histone demethylase; 220,000 compounds, 2.6% hits; KDM5B demethylase, FDH-coupled NADH fluorescence (FDH is formaldehyde dehydrogenase); Q9UGL1; Potency, µM (doses to about 57.7 µM), without a hit: top-dose activity change, negative = inhibition, usual class: inhibitors; AID 1347165; active = well fitted inhibition curve with a large enough effect; inconclusive = small, poorly fitted or top-dose-only effect; inactive = no such curve, though single readings can be large or run the other way; note: 0% is about no effect; nearly all actives have a fitted effect of over 70% in size
Target sequence (Q9UGL1 whole entry, looked up): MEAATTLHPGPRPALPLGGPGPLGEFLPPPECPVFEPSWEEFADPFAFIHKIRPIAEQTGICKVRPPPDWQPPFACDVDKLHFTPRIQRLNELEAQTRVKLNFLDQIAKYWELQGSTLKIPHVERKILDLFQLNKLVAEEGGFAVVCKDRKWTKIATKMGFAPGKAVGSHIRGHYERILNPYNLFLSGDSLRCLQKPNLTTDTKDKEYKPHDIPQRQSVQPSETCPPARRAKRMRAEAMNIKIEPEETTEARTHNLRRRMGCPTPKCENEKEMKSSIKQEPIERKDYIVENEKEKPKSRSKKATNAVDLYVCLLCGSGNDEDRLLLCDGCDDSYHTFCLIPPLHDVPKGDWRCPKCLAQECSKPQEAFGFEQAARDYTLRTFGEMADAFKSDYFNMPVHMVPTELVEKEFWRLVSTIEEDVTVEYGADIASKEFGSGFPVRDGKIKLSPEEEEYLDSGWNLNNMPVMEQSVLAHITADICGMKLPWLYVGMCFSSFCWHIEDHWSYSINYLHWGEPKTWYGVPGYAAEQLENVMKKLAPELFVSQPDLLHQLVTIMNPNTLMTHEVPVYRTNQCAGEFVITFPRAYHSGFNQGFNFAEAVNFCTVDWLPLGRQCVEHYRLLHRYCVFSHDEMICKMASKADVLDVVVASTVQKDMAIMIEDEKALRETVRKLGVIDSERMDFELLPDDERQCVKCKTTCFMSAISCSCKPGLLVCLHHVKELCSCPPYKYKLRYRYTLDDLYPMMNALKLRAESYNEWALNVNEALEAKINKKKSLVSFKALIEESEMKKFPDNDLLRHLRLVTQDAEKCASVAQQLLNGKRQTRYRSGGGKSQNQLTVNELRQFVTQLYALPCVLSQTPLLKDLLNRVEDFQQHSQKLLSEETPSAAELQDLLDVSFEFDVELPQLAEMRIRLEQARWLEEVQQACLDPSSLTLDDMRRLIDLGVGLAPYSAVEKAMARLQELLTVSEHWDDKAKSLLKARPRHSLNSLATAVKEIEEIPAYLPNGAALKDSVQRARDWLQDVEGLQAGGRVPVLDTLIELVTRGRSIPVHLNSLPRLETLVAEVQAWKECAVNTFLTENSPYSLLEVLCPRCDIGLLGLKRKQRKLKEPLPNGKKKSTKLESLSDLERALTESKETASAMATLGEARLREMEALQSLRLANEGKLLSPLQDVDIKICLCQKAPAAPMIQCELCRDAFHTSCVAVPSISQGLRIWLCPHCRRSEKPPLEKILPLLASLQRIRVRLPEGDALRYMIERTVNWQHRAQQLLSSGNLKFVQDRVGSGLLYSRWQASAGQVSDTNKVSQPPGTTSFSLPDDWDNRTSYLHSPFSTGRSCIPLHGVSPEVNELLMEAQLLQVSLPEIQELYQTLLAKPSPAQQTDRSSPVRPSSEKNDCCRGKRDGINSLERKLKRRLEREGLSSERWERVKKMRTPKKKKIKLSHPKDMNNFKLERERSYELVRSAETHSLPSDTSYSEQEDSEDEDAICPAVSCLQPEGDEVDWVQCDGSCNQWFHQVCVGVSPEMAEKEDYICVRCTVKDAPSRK
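qHTS format, multiple compound concentrations. Buffer 50 mM HEPES pH 7.5/0.01% Tween-20; 200 nM KDM5BΔAP final; 10 min compound preincubation; substrate-mix levels 12.5 µM peptide, 25 µM α-KG, 0.25 mM NAD⁺; 30 min RT; ΔRFU.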
Numbers without * were called inactive; [ ] = remark or other dose. Potency is the fitted concentration of half-maximal effect. Only part of the results is shown, so the mix of outcomes need not match the whole.

How did Cc1cc(Br)ccc1NC(=O)Cn1cnc2c1c(=O)n(C)c(=O)n2C do in these assays?
KDM5B inh: -1%

How did CCOC(=O)c1sc(-c2ccc(Cl)cc2)nc1O do in these assays?
KDM5B inh: 17%

Results for COC[C@@H]1CN(Cc2cccc(OC)n2)C[C@H]1C(=O)N(C)C ?
KDM5B inh: -28%

What do the screens show for `COc1ccccc1C1C(C#N)=C(N)Oc2n[nH]c(C)c21` (stereo not drawn)?
KDM5B inh: -26%

How did CC(C)NC(=O)CN1C(=O)C(C)(C)Oc2ccc(C(=O)NC3CCCCC3)cc21 do in these assays?
KDM5B inh: 3%

Results for CCCOc1ccc(C[N+](C)(C)C)cc1C[N+](C)(C)C ?
KDM5B inh: -8%

What do the screens show for `Cc1cc(S(=O)(=O)c2cc3cc(F)ccc3oc2=O)ccc1F`?
KDM5B inh: -7%

How did CCn1nccc1C(=O)N1C[C@@H](Oc2ccccc2)C[C@H]1C(=O)N1CCCC1 do in these assays?
KDM5B inh: 2%

How did CC(=O)Nc1nc(C)c(Oc2ccc(Cl)cc2)c(=O)[nH]1 do in these assays?
KDM5B inh: 18%

What do the screens show for `CN(C)C[C@H]1C[C@H](CO)CN(C(=O)Cc2cc3c(cc2Cl)OCCO3)C1`?
KDM5B inh: -12%

Results for Cn1c(=O)cc(SCC(=O)N2CCN(c3ccccc3F)CC2)c2ccc(Cl)cc21 ?
KDM5B inh: inconclusive

What do the screens show for `CCCNC(=O)O[C@@H]1CC[C@]2(C)C(CC[C@@H](O)[C@H]2CC(=O)NCc2ccccc2)[C@]1(C)CO` (stereo partly drawn)?
KDM5B inh: 14%

Results for O[C@H]1[C@H](NCc2ccc(Cl)cc2)[C@@H](c2ccc(N3CCOCC3)nc2)C[C@H]1O ?
KDM5B inh: 40µM*

Results for Oc1ccc(Cl)cc1C=NCc1ccc(F)cc1 ?
KDM5B inh: 13%

Results for Cc1ccccc1CNC(=O)c1ccc(CN2C(=O)CCn3nccc32)cc1 ?
KDM5B inh: -15%

What do the screens show for `COc1ccc(CC(=O)NC(CCSC)c2nc3ccccc3[nH]2)cc1` (stereo not drawn)?
KDM5B inh: 6%

How did COc1ccc(-c2nnc(SCc3csc(Nc4ccc(C)cc4)n3)o2)c(OC)c1 do in these assays?
KDM5B inh: 36%[activator]

What do the screens show for `Cc1ccc(S(=O)(=O)NCC2CCC(C(=O)N(C)Cc3ccccc3)CC2)cc1` (stereo not drawn)?
KDM5B inh: -19%

How did Cn1cc(C(=O)N2CC(Oc3ccc(-c4nc(-c5ccccc5)no4)cc3)C2)cn1 do in these assays?
KDM5B inh: -20%

Results for COc1ccc(/C=N/Nc2ccc(C(=O)O)cc2)cc1OC ?
KDM5B inh: -5%

How did O=C(CCCOc1ccccc1)Nc1cccc(S(=O)(=O)N2CCCCC2)c1 do in these assays?
KDM5B inh: -9%

What do the screens show for `CCCNC(=O)COC(=O)c1cc(Cl)c(OC)c(OC)c1`?
KDM5B inh: 17%

What do the screens show for `COc1ccc(-c2noc([C@@H]3CCCN3C(=O)c3ccc(C)cc3)n2)cc1OC`?
KDM5B inh: 15%

Results for O=C(c1ccccc1F)N1CCC2(C1)C(=O)N(c1ccccc1)c1ccccc12 (stereo not drawn) ?
KDM5B inh: 24%[115 µM]

Results for CCC(=O)N1CCc2cc(S(=O)(=O)NC(C(=O)NCCc3ccccc3)C(C)C)ccc21 (stereo not drawn) ?
KDM5B inh: -8%

What do the screens show for `COc1cc2ccccc2cc1C(=O)Nc1cccc(-c2nc3cc(C)ccc3o2)c1C`?
KDM5B inh: inconclusive

What do the screens show for `COc1ccc(/C=C/c2nn3c(-c4ccccc4OC)nnc3s2)cc1`?
KDM5B inh: 13%

How did CCN(C(=O)CSc1nc2ccccc2[nH]1)c1ccccc1 do in these assays?
KDM5B inh: 17%

What do the screens show for `O=C(CN1CC(=O)NC1=O)NCc1noc(-c2ccc3c(c2)OCO3)n1`?
KDM5B inh: inconclusive

How did Cc1cc(C)c(C(N)=O)c(NCc2ccc(Cl)cc2)n1 do in these assays?
KDM5B inh: 19%

What do the screens show for `COc1ccc(NC(=O)N2CCC(C(=O)c3ccc4c(c3)OCCO4)CC2)cc1`?
KDM5B inh: -10%

How did COc1ccccc1Cc1nnc(NC(=O)c2c(OC)cccc2OC)s1 do in these assays?
KDM5B inh: -2%

Results for COc1ccc(CN(C(=O)c2ccco2)c2ccc(CC(=O)NC(C)c3ccccc3)cc2)cc1 (stereo not drawn) ?
KDM5B inh: -13%

What do the screens show for `COc1cc(OC)c(NC(=O)c2ccc3c(c2)N(Cc2ccc(C)cc2)CCS3)cc1Cl`?
KDM5B inh: inconclusive

What do the screens show for `CC(=O)N[C@H]1CN(C(=O)c2ccccc2C(F)(F)F)C[C@@H]1C1CC1`?
KDM5B inh: -6%

What do the screens show for `CCOc1cccc(C2Oc3nc(SC)nnc3-c3ccccc3N2C(C)=O)c1OC` (stereo not drawn)?
KDM5B inh: 3%[11.5 µM]

What do the screens show for `Cc1nc2ccc(NS(=O)(=O)c3ccc(C)c(C)c3)cc2s1`?
KDM5B inh: -6%

What do the screens show for `O=C(Cn1ccc2ccccc21)Nc1ccc2c(c1)OCO2`?
KDM5B inh: inconclusive

How did O=C1CCN(S(=O)(=O)c2ccccc2)CCCN(C(=O)NCc2ccccc2)CCN1 do in these assays?
KDM5B inh: -20%

Results for Cc1ccc(-c2nc(S(=O)(=O)c3ccc(C)cc3)c(N3CCCCC3)o2)cc1 ?
KDM5B inh: inconclusive

Results for CCN(CC)C(=O)CCc1c(C)nn(-c2ccccc2)c1Oc1ccccc1 ?
KDM5B inh: 15%

How did COCCS(=O)(=O)c1ccc(C(=O)O)cc1 do in these assays?
KDM5B inh: 10%

What do the screens show for `COc1ccccc1CNC(=O)C1(c2ccc(NS(C)(=O)=O)cc2)CCCCC1`?
KDM5B inh: 17%

Results for CC1=C(C(=O)N(C)C)C(c2ccc(Cl)cc2)N2C(CC(=O)NC(C)c3ccccc3)=CSC2=N1 (stereo not drawn) ?
KDM5B inh: inconclusive

Results for Cc1ccc2c(c1)-c1cc(C)nn1C(c1ccsc1)N2 (stereo not drawn) ?
KDM5B inh: inconclusive

Results for CN(C(=O)CSc1cn(CC(=O)N2CCCCCC2)c2ccccc12)c1ccccc1 ?
KDM5B inh: -19%

What do the screens show for `CCC(=O)N1Cc2ccccc2CC2(CCCN(Cc3cccnc3)C2)C1` (stereo not drawn)?
KDM5B inh: 8%[115 µM]

What do the screens show for `CC(C)(C)c1cc(C(=O)N2CCc3ccccc3C2)ccn1`?
KDM5B inh: 21%

How did COc1ccc(OC)c(NC(=O)Cn2c(=O)cc(C)c3c(C)nn(-c4cccc(Cl)c4C)c32)c1 do in these assays?
KDM5B inh: -24%

What do the screens show for `COC(=O)c1c(C)[nH]c(C(=O)C(C)OC(=O)c2ccccc2F)c1C` (stereo not drawn)?
KDM5B inh: 4%

Results for CNC(=O)[C@H]1C[C@H](Oc2ccccc2)CN1C(=O)NCc1ccc(C)cc1 ?
KDM5B inh: 8%

Results for COc1ccc(OC)c(NC(=O)c2c(NCc3cccs3)sc3c2CCCCC3)c1 ?
KDM5B inh: inconclusive

Results for Cc1ccc(S(=O)(=O)Nc2ccc(C)n(CC(=O)N3CCCCCC3)c2=O)cc1 ?
KDM5B inh: -14%

How did COc1cccc(N2CC(NC(=O)C3CCCC3)CC2=O)c1 (stereo not drawn) do in these assays?
KDM5B inh: -3%

How did COc1ccc(C)cc1NC(=O)N1CC(c2nnc(-c3ccncc3)o2)C2(CCOCC2)C1 (stereo not drawn) do in these assays?
KDM5B inh: 1%

Results for CC(=O)Oc1oc(-c2ccccc2)nc1C=Nc1ccc(N(C)C)cc1 ?
KDM5B inh: 17%

What do the screens show for `COc1ccc(-c2nc(Cn3nc(C)c4c(C)onc4c3=O)c(C)o2)cc1`?
KDM5B inh: inconclusive

Results for CC1=C[C@@H](CNC(=O)COCC(=O)O)[C@H](C(C)C)C[C@H]1Cc1nc2ccccc2n1C ?
KDM5B inh: inconclusive

What do the screens show for `CC(C)C(=O)N1CCC(Cc2noc(-c3ccncc3)n2)C1` (stereo not drawn)?
KDM5B inh: 2%

Results for COc1ccc(Cl)cc1NC(=O)[C@@]1(CC(=O)O)CC(/C=C/c2ccccc2)=NO1 ?
KDM5B inh: 28%

Grouped by structure, the compounds so far containing two or more sulfur atoms.
How did COc1ccc(-c2nnc(SCc3csc(Nc4ccc(C)cc4)n3)o2)c(OC)c1 do in these assays?
KDM5B inh: 36%[activator]

What do the screens show for `Cc1nc2ccc(NS(=O)(=O)c3ccc(C)c(C)c3)cc2s1`?
KDM5B inh: -6%

Results for COc1ccc(OC)c(NC(=O)c2c(NCc3cccs3)sc3c2CCCCC3)c1 ?
KDM5B inh: inconclusive

Continued:
How did O=C(OCC(=O)N1CCCCC1)c1ccccc1-c1nc2ccccc2s1 do in these assays?
KDM5B inh: -17%

How did CCOC(=O)C1CCN(C(=O)CCc2nc3sc4c(c3c(=O)[nH]2)CCCC4)CC1 do in these assays?
KDM5B inh: 15%

What do the screens show for `CCCCc1ccc(-n2nnnc2SCC(=O)Nc2cccc(OC)c2)cc1`?
KDM5B inh: 15%

How did CSCCC(NC(=O)C1CCCCC1)C(=O)Nc1ccc(F)c(Cl)c1 (stereo not drawn) do in these assays?
KDM5B inh: -7%

How did CS(=O)(=O)NC[C@H]1Cn2c(-c3ccccc3)cnc2CO1 do in these assays?
KDM5B inh: 6%[86.2 µM]

How did COc1ccc2c(c1)C(=O)CC(O)(C(F)F)O2 (stereo not drawn) do in these assays?
KDM5B inh: inconclusive

Results for OC12CC3CC(C1)CC(NCc1cccs1)(C3)C2 ?
KDM5B inh: 26%

Results for N#C/C(=C\c1ccc(-c2cccc(Cl)c2)o1)C(=O)Nc1cccc(C(F)(F)F)c1 ?
KDM5B inh: inconclusive

What do the screens show for `O=S1(=O)NCC2(CCN(CCc3ccccc3)C2)Oc2ccncc21` (stereo not drawn)?
KDM5B inh: 15%[115 µM]

What do the screens show for `O=C(NCC1CN(C(=O)Cc2cccc(C(F)(F)F)c2)CC12CN(c1ccccc1)C2)Nc1ccccc1` (stereo not drawn)?
KDM5B inh: -19%

How did COc1ccc(S(=O)(=O)NCCc2csc(-c3cccc(F)c3)n2)cc1C do in these assays?
KDM5B inh: -20%

How did O=C(CCC(=O)c1ccc(Cl)cc1)OCc1ccc([N+](=O)[O-])cc1 do in these assays?
KDM5B inh: 2%

What do the screens show for `O=C(Cc1cccc(Cl)c1)N1CCCC(c2nn(-c3ccc(F)cc3)c(=O)[nH]2)C1` (stereo not drawn)?
KDM5B inh: -10%

Results for COc1ccc(Nc2nc(NCc3ccco3)nc(N)c2[N+](=O)[O-])cc1 ?
KDM5B inh: -3%

Results for COc1cc(-c2onc(C)c2C(=O)N2CCC(Cc3ccc4c(c3)OCO4)CC2)cc(OC)c1OC ?
KDM5B inh: inconclusive

13 entries from above, sorted by heavy-atom count, rising:
How did COc1ccc2c(c1)C(=O)CC(O)(C(F)F)O2 (stereo not drawn) do in these assays?
KDM5B inh: inconclusive

Results for OC12CC3CC(C1)CC(NCc1cccs1)(C3)C2 ?
KDM5B inh: 26%

How did CS(=O)(=O)NC[C@H]1Cn2c(-c3ccccc3)cnc2CO1 do in these assays?
KDM5B inh: 6%[86.2 µM]

What do the screens show for `CC(C)C(=O)N1CCC(Cc2noc(-c3ccncc3)n2)C1` (stereo not drawn)?
KDM5B inh: 2%

How did O=C(CCC(=O)c1ccc(Cl)cc1)OCc1ccc([N+](=O)[O-])cc1 do in these assays?
KDM5B inh: 2%

How did CSCCC(NC(=O)C1CCCCC1)C(=O)Nc1ccc(F)c(Cl)c1 (stereo not drawn) do in these assays?
KDM5B inh: -7%

Results for COc1ccc(Nc2nc(NCc3ccco3)nc(N)c2[N+](=O)[O-])cc1 ?
KDM5B inh: -3%

What do the screens show for `COc1ccc(-c2nc(Cn3nc(C)c4c(C)onc4c3=O)c(C)o2)cc1`?
KDM5B inh: inconclusive

What do the screens show for `CCCCc1ccc(-n2nnnc2SCC(=O)Nc2cccc(OC)c2)cc1`?
KDM5B inh: 15%

Results for COc1ccc(Cl)cc1NC(=O)[C@@]1(CC(=O)O)CC(/C=C/c2ccccc2)=NO1 ?
KDM5B inh: 28%

Results for CC1=C[C@@H](CNC(=O)COCC(=O)O)[C@H](C(C)C)C[C@H]1Cc1nc2ccccc2n1C ?
KDM5B inh: inconclusive

Results for COc1cc(-c2onc(C)c2C(=O)N2CCC(Cc3ccc4c(c3)OCO4)CC2)cc(OC)c1OC ?
KDM5B inh: inconclusive

What do the screens show for `O=C(NCC1CN(C(=O)Cc2cccc(C(F)(F)F)c2)CC12CN(c1ccccc1)C2)Nc1ccccc1` (stereo not drawn)?
KDM5B inh: -19%

Continued.
Results for CC(=O)Nc1ccc(NC(=O)c2cc(-c3ccco3)nc3ccccc23)cc1 ?
KDM5B inh: inconclusive

How did COC(=O)C1=C(C)N=C2SC=C(CC(=O)NCCOc3ccccc3)N2C1c1cccc(OC)c1 (stereo not drawn) do in these assays?
KDM5B inh: -21%

How did COc1ccc(CNC(=O)C(c2cccc(C)c2)N(C(=O)c2csnn2)C2CC2)cc1 (stereo not drawn) do in these assays?
KDM5B inh: 6%

What do the screens show for `COc1ccccc1CC(=O)NCc1nnc2ccc(-c3ccccc3)nn12`?
KDM5B inh: -19%

Results for O=S1(=O)c2ccc(N3CCSCC3)cc2Oc2ccccc2CN1Cc1cn(Cc2ccc(Cl)cc2)nn1 ?
KDM5B inh: inconclusive

What do the screens show for `OC(Cc1ccccc1)c1ccc2c(c1)CN(Cc1ccc(OC(F)F)cc1)CCO2` (stereo not drawn)?
KDM5B inh: 12%

What do the screens show for `N#Cc1ccccc1S(=O)(=O)NCC(=O)O`?
KDM5B inh: 9%

How did COc1ccc(NC(=O)C(NC(=O)/C=C\c2ccc3c(c2)OCO3)c2ccc(C)cc2)cc1 (stereo not drawn) do in these assays?
KDM5B inh: inconclusive
